GRP78 ERSR act: qHTS for Inducers of the Endoplasmic Reticulum Stress Response (ERSR) in Human Glioma: qHTS; U87-MG GRP78 promoter luciferase reporter, 16 h; Potency, µM, without a hit: top-dose activation, actives largely listed as activators; 420,000 compounds, 0.02% hits; AID 602332, 2012; also: potency is read from the fitted curve at half-maximal effect; series mostly up to about 76 µM; % of control where 0% means no effect; nearly all actives have a fitted effect of over 35% in size
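Stably transfected U87-MG glioma cells carrying a GRP78-based luciferase sensor; 16 h compound incubation. Luminescence end-point read 10 min after Bright-Glo addition at room temperature.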
ERG Ets-DNA blk: qHTS for Small Molecule Inhibitors of the ERG Ets/DNA interaction | 370,000 compounds, 0.028% hits | fluorescence polarization, His-ERG Ets domain / labelled DNA | Transcriptional regulator ERG (Homo sapiens), P11308 | Potency, µM (highest dose often 76.9 µM), without a hit: top-dose FP activity, negative = inhibition, actives largely listed as inhibitors | AID 624246, 2012; active = well fitted inhibition curve with a large enough effect in the polarisation, with a control signal flat; inconclusive = small, poorly fitted or top-dose-only effect, or effect the other way, or a change in a side signal; inactive = no such curve, though single readings can be large or run the other way; the % refers to the polarisation;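 also: polarization taken with two DNA probes labelled with fluorescein and Texas red; potency is read from the fitted curve at half-maximal effect; % of control where 0% means no effect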
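His-tagged ERG Ets domain (1 uM in the protein solution; 300mM KCl, 50mM Tris-HCl, 1mM EDTA, 1mM DTT, pH 7.5) received compound, then a probe mix of 5 nM fluorescein-DNA and 100nM Texas-615-DNA. Fluorescence polarization was read for both dyes.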
RGS4 inh: Inhibitors of Regulator of G Protein Signaling (RGS) 4: qHTS. Regulator of G-protein signaling 4 (Homo sapiens), P49798. Transcreener GDP fluorescence polarization, RGS4-accelerated GTP hydrolysis. Potency, µM (top dose mostly 114 µM), for inactives: at the highest dose activity change, negative = inhibition, hits mostly inhibitors. 390,000 compounds, 0.039% hits; also: potency is read from the fitted curve at half-maximal effect; % is scaled to controls: 0 for no effect and ±100 for the full control effect; nearly all actives have a fitted effect of over 75% in size; some results filed as inactive show a strong effect at the top dose
Target sequence (P49798 whole entry, looked up): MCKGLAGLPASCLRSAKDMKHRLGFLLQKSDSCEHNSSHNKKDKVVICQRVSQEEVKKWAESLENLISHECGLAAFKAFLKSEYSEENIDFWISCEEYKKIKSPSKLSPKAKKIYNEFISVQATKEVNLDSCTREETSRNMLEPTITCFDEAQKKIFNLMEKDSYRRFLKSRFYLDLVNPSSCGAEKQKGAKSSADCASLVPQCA
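MLSMR compounds (23 nl, pin-transferred) preincubated 10 min at room temperature with a 500nM (2x) first reagent, then RGS4 at 900nM (2x) plus Transcreener GDP mix added; fluorescence polarization (620/688 nm) read before and after 90 min at 30 °C.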
D2 ag: HTS Assay for Allosteric Agonists of the Human D2 Dopamine Receptor: Primary Screen for Agonists; D(2) dopamine receptor (Homo sapiens), P14416; HEK293 T-REx D2 cells, calcium flux agonist mode; activation, % at 2 µM; 340,000 compounds, 0.53% hits; AID 485358, 2010;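 active = activation over 3 SD above normal in the single-dose calcium agonist read, cut at about 30% in these data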; also: 0% is about no effect
Target sequence (P14416 whole entry, looked up): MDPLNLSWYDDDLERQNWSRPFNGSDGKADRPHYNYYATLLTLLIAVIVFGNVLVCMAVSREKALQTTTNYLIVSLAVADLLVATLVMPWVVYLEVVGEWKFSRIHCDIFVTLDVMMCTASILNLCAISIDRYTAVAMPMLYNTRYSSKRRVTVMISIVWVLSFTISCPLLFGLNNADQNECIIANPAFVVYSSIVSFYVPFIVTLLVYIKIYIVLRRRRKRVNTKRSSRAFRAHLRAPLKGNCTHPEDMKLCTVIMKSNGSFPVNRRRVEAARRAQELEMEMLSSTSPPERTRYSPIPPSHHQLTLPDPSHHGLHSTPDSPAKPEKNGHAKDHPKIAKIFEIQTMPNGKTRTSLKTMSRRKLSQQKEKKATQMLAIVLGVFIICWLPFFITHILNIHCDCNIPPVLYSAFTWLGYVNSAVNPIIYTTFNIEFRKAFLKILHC
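Agonism scored from kinetic calcium signal (1 read/sec, 180 s) following compound pin transfer, after a 10 s baseline. Cells: HEK293 Trex line expressing inducible D2 receptor coupled to calcium, dye-loaded after overnight culture at 30 C.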
Vif-APOBEC3G blk: qHTS for Inhibitors of Vif-A3G Interactions: qHTS. HeLa A3G-eYFP + Vif (tagged APOBEC3G with the HIV-1 protein that degrades it), YFP fluorescence, overnight. Potency, µM (series often up to 46.1 µM), without a hit: top-dose activity, negative = active, hits mostly inhibitors. 410,000 compounds, 0.076% hits;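 also: potency is read from the fitted curve at half-maximal effect; % is scaled to controls: 0 for no effect and ±100 for the full control effect; nearly all actives have a fitted effect of over 60% in size; hits raise eYFP signal because A3G escapes Vif-driven loss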
Target sequence (Q9HC16 whole entry, looked up): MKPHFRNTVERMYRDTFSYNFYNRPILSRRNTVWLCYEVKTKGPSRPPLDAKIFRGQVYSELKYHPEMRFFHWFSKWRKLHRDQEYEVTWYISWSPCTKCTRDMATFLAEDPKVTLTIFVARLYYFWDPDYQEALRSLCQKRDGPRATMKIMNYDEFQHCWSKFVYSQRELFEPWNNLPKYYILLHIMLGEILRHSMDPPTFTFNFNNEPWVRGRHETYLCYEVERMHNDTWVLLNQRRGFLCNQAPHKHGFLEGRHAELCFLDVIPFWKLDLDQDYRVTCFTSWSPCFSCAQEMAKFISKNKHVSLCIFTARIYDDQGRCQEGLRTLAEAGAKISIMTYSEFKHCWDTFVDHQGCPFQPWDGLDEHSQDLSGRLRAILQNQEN
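Read-out is eYFP fluorescence (Ex 488/Em 500-530) from Vif-expressing HeLa A3G-eYFP cells; more signal means A3G escaped Vif-mediated degradation. Cells plated overnight, compound pinned in, incubated overnight at 37 deg C.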
ALOX12 inh: Primary qHTS assay for inhibitors of human arachidonate 12S-lipoxygenase (ALOX12): Round 2 | Polyunsaturated fatty acid lipoxygenase ALOX12 (Homo sapiens), P18054 | purified 12hLO, xylenol orange hydroperoxide absorbance | AID 1671190, 2021 | 580,000 compounds, 1.1% hits | Potency, µM (top dose mostly 108 µM), inactives show at the highest dose activity change, negative = inhibition, actives largely listed as inhibitors; also: potency is read from the fitted curve at half-maximal effect; % is scaled to controls: 0 for no effect and ±100 for the full control effect
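Purified human 12hLO at 150 nM in 25 mM Hepes, 0.01% Triton X-100, pH 7.0, preincubated 15 min at room temperature with compound. Reaction started with 40 uM arachidonic acid, 30 min at room temperature. Hydroperoxide measured by Fe-xylenol orange, 573/405 nm absorbance ratio.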
Vif-APOBEC3F blk: qHTS for Inhibitors of Vif-A3F Interactions: qHTS. HeLa A3F-eYFP + Vif (tagged APOBEC3F with the HIV-1 protein that degrades it), YFP fluorescence increase. AID 602313, 2012. Potency, µM (series often up to 46.1 µM), without a hit: at the top dose activity, negative = active. 390,000 compounds, 0.2% hits; also: potency is read from the fitted curve at half-maximal effect; % of control where 0% means no effect; nearly all actives have a fitted effect of over 65% in size
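HeLa cells stably expressing A3F-eYFP plus Vif, plated and incubated overnight at 37 deg C, then exposed to compounds overnight at 37 deg C. Blocked degradation read as raised yellow fluorescence (Ex 488/Em 500-530).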
LDHA block: qHTS assay for inhibitors of human lactate dehydrogenase. 480,000 compounds, 0.15% hits. AID 1347041, 2019. purified LDHA, NADH/diaphorase-resazurin fluorescence; stronger effect = lower value. activity change, % (values are at about 110 or 230 µM); in the data active = activity change below about -30%; inconclusive = mostly about -25% to -30%;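 also: plate controls were DMSO wells for no effect and wells without enzyme for full effect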
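Human LDH5 (2 nM) was incubated with 0.06 mM NADH and 0.2 mM pyruvate for 5 min at room temperature in Tris pH 7.4. Remaining NADH was coupled through diaphorase/resazurin, and resorufin fluorescence was read at 0 and 20 min.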
D2 antag: HTS Assay for Allosteric Antagonists of the Human D2 Dopamine Receptor: Primary Screen for Antagonists. D(2) dopamine receptor (Homo sapiens), P14416. HEK293 TREx D2 cells, calcium flux, dopamine EC80. inhibition, % at 10 µM. 340,000 compounds, 2% hits; in the data active = inhibition above about 30%; also: 0% is about no effect
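Tetracycline-induced HEK293 TREx cells expressing D2 receptor forced-coupled to calcium signalling, loaded with no-wash calcium dye. Compounds added and calcium flux read 180 s, then dopamine added at EC80 and read a further 180 s.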
Numbers without * were called inactive; i = inactive; ? = inconclusive; . = no result given; & = joins results of further samples; [ ] = another dose, or the depositor's remark. Unless noted, calls follow the shape of the dose curve; as a rule, active = well fitted curve in the direction sought with a large enough effect; inconclusive = small, poorly fitted or top-dose-only effect, or another doubt; inactive = no such curve, though single readings can be large; an effect the other way counts as inactive or inconclusive. An excerpt, so the mix of outcomes need not match the whole.

canonical_smiles	GRP78 ERSR act	ERG Ets-DNA blk	RGS4 inh	D2 ag	Vif-APOBEC3G blk	ALOX12 inh	Vif-APOBEC3F blk	LDHA block	D2 antag
COc1ccc2[nH]c(C)c(CCN(Cc3cccs3)C(=S)Nc3ccc(F)cc3)c2c1	-4%	-12%	13%	-0.4	-2%	.	-2%	-8	7
C=CCSc1nnc(CSc2nc3sc4c(c3c(=O)[nH]2)CCCC4)n1-c1ccccc1	0%	3%	-10%	-0.7	-12%	?	0%	7	6
O=C(c1ccccc1)c1ccccc1NC(=O)C1CCCN1Cc1ccccc1 (stereo not given)	-3%	-2%	-2%	-0.1	-4%	488%[activator]	9%	-4	4
COc1ccc(N2CCN(C(=O)c3cc(NS(=O)(=O)c4ccc(F)cc4)ccn3)CC2)cc1	-1%	4%	-9%	-1.0	-2%	0%	2%	-2	.
C=C(C)C(=O)OCC(C)C	-4%	0%	6%	0.8	-1%	5%	4%	-5	0
CCC(C)NC(=O)CN(c1cc(C)cc(C)c1)S(=O)(=O)c1c(C)[nH]c(=O)[nH]c1=O (stereo not given)	5%	-2%	13%	.	1%	0%	1%	-7	.
Cc1cc(C)c(OCCN(C)Cc2ccccc2)c(Br)c1	-5%	-14%	-4%	-0.6	-5%	-11%	12%	-6	24
O=C1c2cccc3cccc(c23)C(=O)N1Cc1ccco1	-2%	-4%	-26%	1.5	4%	-11%	12%	-7	15
CCN(CC)Cc1c(C(=O)N/N=C/c2ccncc2)nnn1-c1nonc1N	-6%	-2%	4%	-0.3	-7%	6%	-14%	3	2
Cn1ncc2cc(NC(=S)NC(=O)c3ccccc3)ccc21	-4%	-14%	-18%	-0.5	-2%	?	6%	-3	18
O=C(O/N=C(/c1ccccc1)c1ccncc1)c1ccccc1[N+](=O)[O-]	-3%	-3%	?	-1.6	-2%	?	-22%	3	8
COc1cc(CNC(C)c2ccccc2)cc(Br)c1OCc1ccccc1 (stereo not given)	-6%	4%	-6%	0.5	?	0%	6%	-2	11
COc1ccc(OC)c(NC(=O)CSc2nnc(CNC(=O)c3ccco3)o2)c1	-3%	-2%	-17%[11.4 µM]	0.7	1%	0%[57.4 µM]	1%	3	-2
Cc1ccc(C2CC(=O)NC(SCCC(C)C)=C2C#N)cc1 (stereo not given)	-6%	-11%	-28%	0.6	1%	?	1%	0	21
Cc1cccc(N2C(=S)N=C(Nc3c(C)cccc3C)C23CCOC(C)(C)C3)c1 (stereo not given)	-3%	-3%	20%	-0.1	1%	4%	-1%	-4	-6
COc1ccc(C(CNC(=O)COc2ccc(Cl)cc2C)N2CCCCC2)cc1 (stereo not given)	-6%	10%	0%	0.0	0%	-14%	2%	-1	9
CC(C)CNC(=O)COC(=O)CCC(=O)c1ccc(Cl)cc1	-4%	-1%	5%	.	-4%	-13%	8%	0	.
COc1ccc(NC(=O)Cn2nnc(C(=O)NCc3ccc(C)cc3)c2N)cc1OC	-3%	-4%	-6%	-0.4	-1%	-18%	2%	-1	-13
COc1ccc(C(=O)NC2CCCc3ccccc32)cc1Br (stereo not given)	-1%	1%	-12%	-1.7	?	-3%	-6%	-10	-2
CCCS(=O)(=O)N1CCCC(c2nc(-c3cccc(OC)c3)no2)C1 (stereo not given)	3%	-10%	17%	.	0%	2%	-6%	-6	.
Cc1oncc1-c1cn2ccccc2n1	3%	-4%	-31%	0.4	-5%	-8%[57.4 µM]	-7%	-3	-10
Cc1nc2ccc(-n3ccc(=O)cc3)cc2s1	-4%	.	-19%	1.0	1%	-4%	-2%	-3	-1
COc1cc(CCN2C(=O)c3cccc4cccc(c34)C2=O)c(S(=O)(=O)NCCO)cc1OC	-2%	-1%	-4%	0.2	-7%	10%	4%	-7	-1
S=C(NCc1ccccc1)N1CCN(C(=S)NCc2ccccc2)CC1	1%	1%	-1%	0.4	0%	188%[activator]	1%	0	12
O=C(c1cccs1)N1CCN(c2ccc(Cl)cc2)CC1	4%	-6%	-18%	-0.1	1%	5%	?	0	-6
Cc1cc2nc(SCC(=O)N(C)C)c3c(c2cc1C)CCCC3	-3%	.	4%	0.5	2%	-2%[57.4 µM]	-6%	1	7
CCOc1ccc(NC(=O)Cn2c(=O)n(-c3ccc(C)cc3)c(=O)c3cc(OC)c(OC)cc32)cc1	-2%	-8%	-3%	0.0	1%	-35%	-4%	6	.
COC(=O)c1ccc(-c2noc(CN3C[C@H]4CC[C@H]3C4)n2)cc1	2%	3%	7%	-1.1	-15%	0%	-5%	-4	-15
COc1ccccc1Nc1nn2c(=O)c3ccc(C(=O)NCCc4ccccc4)cc3nc2s1	?	1%	-10%	0.8	-7%	?	?	-8	.
NC(=O)CCC(NS(=O)(=O)c1ccc(Cl)cc1)C(=O)NCC1CCCCC1 (stereo not given)	-5%	6%	-34%	-0.2	-2%	?	0%	-4	-13
Cc1ccc(CSc2nc3nc(C)cc(C)c3c(=O)[nH]2)cc1	-3%	-4%	7%	-1.1	-4%	-2%	1%	-2	20
CCc1ccc(NC(=O)CSc2nc(=O)n(CCN(C)C)c3c2CCCC3)cc1	-4%	8%	-17%	-0.1	3%	-19%	5%	-4	-15

Sorted by the number under D2 antag (rising): some entries from above.
SMILES,D2 antag
NC(=O)CCC(NS(=O)(=O)c1ccc(Cl)cc1)C(=O)NCC1CCCCC1 (stereo not given),-13
O=C(O/N=C(/c1ccccc1)c1ccncc1)c1ccccc1[N+](=O)[O-],8
Cn1ncc2cc(NC(=S)NC(=O)c3ccccc3)ccc21,18

(further entries)
canonical_smiles	GRP78 ERSR act	ERG Ets-DNA blk	RGS4 inh	D2 ag	Vif-APOBEC3G blk	ALOX12 inh	Vif-APOBEC3F blk	LDHA block	D2 antag
Cn1nc(C(=O)Nc2cccc(C(F)(F)F)c2)c2ccccc2c1=O	-5%	4%	-29%	-0.7	0%	10%&-20%	-15%	1&0	5
Cc1ccc(C(=O)NCc2ccccn2)o1	-5%	-12%	8%	0.6	1%	1%	-3%	-2	1
CC(C)OC(=O)CSc1nnc(-c2ccco2)n1N	1%	9%	-1%	0.8	-1%	-8%	5%	-3	6
COc1ccc(C(=O)Nc2ccc(CN3CCCCC3)cc2)cc1	-2%	-28%	-2%	-0.2	0%	-10%	-15%	-1	7
COc1ccc(NC(=O)CSc2nc(-c3ccc(OC)cc3)cc(=O)[nH]2)cc1	1%	8%	-10%	-2.1	0%	-20%	2%	1	.
O=C(Nc1cc(Cl)cc(Cl)c1)c1ccc2c(c1)N(Cc1cccc(Cl)c1)C(=O)c1ccccc1S2=O (stereo not given)	-1%	-5%	-16%	-0.2	-3%	2%	1%	-1	.
Cc1ccccc1NC(=O)CSC1=C(C#N)C(c2ccsc2)CC(=O)N1 (stereo not given)	-5%	-3%	17%	1.1	?	52%[activator]	.	-4	37*
COc1ccc(N2CCN(CC(=O)NC(C)c3ccccc3)CC2)cc1 (stereo not given)	2%	-1%	-2%	-1.0	-1%	-74%	5%	0	-8
Cc1cccc(C(C)C)c1NC(=O)CSc1cccc[n+]1[O-]	-3%	3%	3%	.	0%	14%	7%	-8	.
COc1cc(CNc2ccc3[nH]c(=O)[nH]c3c2)ccc1OCc1c(F)cccc1Cl	-3%	-10%	19%	1.2	-7%	0%	4%	2	-5
CCOC(=O)C1CCN(C(=O)c2cnn3c(C)cc(C)nc23)CC1	-2%	1%	11%	0.7	1%	0%	-2%	-5	5
COc1ccc(NC(=O)NC(c2ccccc2)c2ccccc2)c(OC)c1	-4%	1%	24%	.	2%	i	1%	-2	.
COc1ccc(C(=O)Nc2nnc(SCc3cc(=O)c4cc(C)cc(C)c4[nH]3)s2)cc1	-4%	-5%	-35%	0.5	0%	2%	2%	-5	.

Source: PubChem
